Screening results from PubChem BioAssay.
aGal spleen mod: alpha-galactosidase A (human) modulation | P06280 | human spleen homogenate, 4MU-alpha-Gal fluorescence, 40 min | Potency, µM (series often up to 80 µM), without a hit: at the top dose activity change, negative = inhibition, most hits filed as inhibitors | 240,000 compounds, 0.008% hits;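 further: 0% = enzyme with vehicle and -100% = no enzyme basal signal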
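Human spleen homogenate (1 ug) as enzyme source, 4-methylumbelliferyl-alpha-D-galactopyranoside 1 mM final, citrate/phosphate pH 5.0 with 0.01% Tween-20. Compounds 40 min at 37C, NaOH/glycine stop; fluorescence Ex 365/Em 440, Hill-fit AC50.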
GAA inhib: blocks human lysosomal alpha-glucosidase; AID 1466; purified human GAA, 4-MU-alpha-glucoside fluorescence; 200,000 compounds, 0.005% hits; P10253; Potency, µM (series often up to 76.9 µM), inactives show top-dose activity change, negative = inhibition, usual class: inhibitors;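 further: plate controls were uninhibited enzyme wells for no effect and no-enzyme background for full effect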
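Endpoint fluorogenic read: 20 min room-temperature reaction of 4 nM human alpha-glucosidase with 400 uM 4-methylumbelliferyl-alpha-D-pyranoside, pH 5.0, quenched with 1M NaOH/1M glycine pH 10. AC50 from Hill modeling.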
ALDH1A1 inh: blocks purified human ALDH1A1 activity. P00352. Purified ALDH1A1, NADH fluorescence, propionaldehyde substrate. Potency, µM (series often up to 75.3 µM), inactives show at the top dose activity, negative = inhibition, hits mostly inhibitors. 220,000 compounds, 7.3% hits. AID 1030; active means well fitted inhibition curve with a large enough effect, not every such curve was filed as active; inconclusive means small, poorly fitted or top-dose-only effect, or another doubt; inactive means no such curve, though single readings can be large or run the other way;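 further: plate controls were no enzyme wells and a reference inhibitor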
Target sequence (P00352 whole entry, looked up): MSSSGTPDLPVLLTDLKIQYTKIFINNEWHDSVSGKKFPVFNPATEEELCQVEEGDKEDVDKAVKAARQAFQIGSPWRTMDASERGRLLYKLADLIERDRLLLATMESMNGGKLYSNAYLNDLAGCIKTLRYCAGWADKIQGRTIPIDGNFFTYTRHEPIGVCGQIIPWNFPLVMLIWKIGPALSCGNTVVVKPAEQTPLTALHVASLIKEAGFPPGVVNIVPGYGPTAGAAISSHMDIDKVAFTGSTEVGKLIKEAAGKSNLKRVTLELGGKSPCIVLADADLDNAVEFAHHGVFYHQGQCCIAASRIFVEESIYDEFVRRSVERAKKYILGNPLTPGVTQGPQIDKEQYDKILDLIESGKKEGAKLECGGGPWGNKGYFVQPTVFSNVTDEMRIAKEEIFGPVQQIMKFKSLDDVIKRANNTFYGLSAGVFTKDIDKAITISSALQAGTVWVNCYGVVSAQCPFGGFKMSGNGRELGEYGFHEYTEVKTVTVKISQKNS
GAA glycogen mod: inhibitors or activators of human alpha-glucosidase glycogen cleavage. P10253. recombinant GAA, glycogen substrate, Amplex Red glucose oxidase fluorescence. Potency, µM (titrated, usually from 76.4 µM), for inactives: at the top dose activity change, negative = inhibition, usual class: inhibitors. 300,000 compounds, 0.38% hits;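 further: 0% = full enzyme reaction and -100% = no-enzyme basal signal; the screen sought inhibitors and activators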
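Recombinant human alpha-glucosidase (4 nM final) hydrolysed bovine liver glycogen (30 ug) for 40 min at 37 C in pH 5.0 citrate/phosphate with 0.01% Tween-20. Released glucose detected by glucose oxidase/Amplex Red, Ex 573/Em 610 nm. Compounds up to 77 uM; AC50 from Hill fits.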
RGS12 GoLoco inh: inhibitors of human Gai1-RGS12 GoLoco interaction (red fluorophore). Potency, µM (titrated, usually from 61.6 µM), inactives show top-dose activity, negative = inhibition, hits mostly inhibitors. Gai1:RGS12 GoLoco peptide FP, rhodamine, 10 min. 230,000 compounds, 0.44% hits. P63096; active means well fitted inhibition curve with a large enough effect, not every such curve was filed as active; inactive means no such curve, though single readings can be large or run the other way; further: on the % scale 0 is the no-effect control and ±100 the full control effect; nearly all actives have a fitted effect of over 30% in size; many of its hits are not listed in these tables
Target sequence (P63096 whole entry, looked up): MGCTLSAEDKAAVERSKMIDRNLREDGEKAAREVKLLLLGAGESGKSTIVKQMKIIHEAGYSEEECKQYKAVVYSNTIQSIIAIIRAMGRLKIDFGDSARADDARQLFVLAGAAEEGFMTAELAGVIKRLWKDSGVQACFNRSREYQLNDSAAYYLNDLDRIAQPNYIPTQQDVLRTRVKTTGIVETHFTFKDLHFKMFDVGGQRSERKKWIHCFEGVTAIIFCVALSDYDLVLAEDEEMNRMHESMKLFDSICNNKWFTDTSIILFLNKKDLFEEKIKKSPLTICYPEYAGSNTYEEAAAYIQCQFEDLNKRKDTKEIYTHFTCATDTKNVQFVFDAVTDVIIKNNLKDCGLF
GAA spleen mod: inhibitors or activators of human alpha-glucosidase in spleen homogenate; P10253; human spleen homogenate, 4-MU-alpha-glucoside fluorescence; Potency, µM (top dose mostly 79.9 µM), inactives show at the top dose activity change, negative = inhibition, hits mostly inhibitors; 240,000 compounds, 0.006% hits; AID 2112;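 further: 0% = enzyme with vehicle and -100% = no enzyme basal signal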
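Compounds were titrated against alpha-glucosidase in spleen homogenate at pH 5.0, with 1 mM 4-methylumbelliferyl substrate for 40 min at 37 C. Reactions were quenched with pH 10 NaOH/glycine and fluorescence measured.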
JMJD2E inh: blocks human JMJD2E demethylase activity | B2RXH2 | JMJD2E catalytic domain, FDH-coupled NADH fluorescence (FDH is formaldehyde dehydrogenase) | Potency, µM (doses to about 57.1 µM), for inactives: at the highest dose activity change, negative = inhibition, usual class: inhibitors | 230,000 compounds, 1.6% hits; active means well fitted inhibition curve with a large enough effect, not every such curve was filed as active; inconclusive means small, poorly fitted or top-dose-only effect, or another doubt; inactive means no such curve, though single readings can be large or run the other way;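 further: 0% = wells with enzyme and -100% = buffer wells without enzyme; nearly all actives have a fitted effect of over 50% in size; many of its hits are not listed in these tables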
SMN2 splice enh: enhancers of SMN2 splice variant expression; HEK293 SMN2-luciferase splicing reporter, luminescence, 30-36 h; Potency, µM (top dose mostly 46.1 µM), without a hit: top-dose activity change, positive = activation, most hits filed as activators; 210,000 compounds, 2.8% hits; AID 1458; further: % of control where 0% means no effect; nearly all actives have a fitted effect of over 55% in size
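qHTS luciferase splicing reporter: luminescence rises when SMN2 exon 7 is included in transfected HEK293 cells. Compound exposure lasted 30-36 h at 37C, with 4.5 mM final sodium butyrate as control, followed by a ONE-Glo read.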
Active calls of the source: *; ? = inconclusive; . = no result given; ! = not active in a repeat; [ ] = another dose, or the depositor's remark. Unless noted, the call rests on the fitted dose curve; in most records, active means well fitted curve in the direction sought with a large enough effect; inconclusive means small, poorly fitted or top-dose-only effect, or another doubt; inactive means no such curve, though single readings can be large; an effect the other way counts as inactive or inconclusive. Potency means the concentration at half of the fitted maximal effect. The list is partial; count on the stated rates, not on these rows.

SMILES	aGal spleen mod	GAA inhib	ALDH1A1 inh	GAA glycogen mod	RGS12 GoLoco inh	GAA spleen mod	JMJD2E inh	SMN2 splice enh
CCc1nnc(NC(=O)CSc2nnc(-c3c[nH]c4ccccc34)n2CCOC)s1	-5%	5%	3%	8%	11%	-1%	2%	-2%
CC(=O)c1sc(-c2ccc(Cl)cc2)cc1N	5%	0%	?	-4%	-2%	3%	2%	.
CC(C)(CO)NCC#Cc1ccccc1	11%	1%	9%	6%	8%	8%	8%	2%
CCOC(=O)C1CCN(CCC(=O)Nc2ccc(C)c(C)c2)CC1	-4%	-3%	2%	7%	6%	-3%	2%	?
CCOC(=O)C1(C)Oc2ccccc2C(c2ccc(OC)cc2)=C1C(=O)OC (configuration not stated)	-1%[119 µM]	.	-12%	.	-7%[88.7 µM]	-17%[119 µM]	.	.
Cc1cc(Nc2ccc3c(c2)OCCO3)n2nc(C)nc2n1	4%	-6%	4%	0%	11%	9%	-1%	-3%
O=C(Nc1ccccc1N1CCOCC1)C1CCN(S(=O)(=O)c2ccc(F)cc2)CC1	0%	-15%	-5%	-2%	3%	-6%	2%	1%[1.84 µM]
CCOc1ccccc1NC(=O)CN(c1ccc(C)cc1)S(=O)(=O)c1c(C)n[nH]c1C	2%	-9%	-10%	2%	-7%	-3%	-5%	-7%
CC(C)c1ccc(-c2cc(C(=O)NN3CCN(C)CC3)c3ccccc3n2)cc1	-3%	-2%	-2%	6%	14%	-2%	-3%	?
COc1ccc(OC)c(N(CC(=O)Nc2ccccc2)S(C)(=O)=O)c1	1%	-3%	5%	15%	5%	0%	2%	-3%
CCCS(=O)(=O)c1c(S(=O)(=O)CCC)c2c(C(N)=O)cccn2c1C(=O)c1ccc(F)cc1	-7%	-3%	0%	-2%	10%	.	-1%	0%
CC(Oc1ccc(Cl)cc1)/C(N)=N/O (configuration not stated)	4%	-26%	-1%	-9%	12%	-5%	-8%	9%
CC(=O)N(CCc1ccccc1C)Cc1cc2cc3c(cc2[nH]c1=O)OCO3	-1%	?	?	6%	0%	-2%	10%	-13%
COc1ccc(CNc2nc3ccccc3n2Cc2ccc(Cl)cc2)cc1OC	3%	-2%	14%	-8%	-1%	0%	-1%	-84%[inhibitor]
O=C(CO/N=C/c1cccc([N+](=O)[O-])c1)NC1CCCCCC1	3%	2%	-15%	1%	-8%	5%	1%	-3%
CC(=O)NS(=O)(=O)c1ccc(NC(=O)CSc2ccccc2)cc1	-1%	.	.	5%	-1%	3%	-2%	.
CCS(=O)(=O)n1nc(-c2ccco2)nc1N	3%	15%	?	-12%	10%	5%	-22%	.
O=C(CN1CCOCC1)Nc1cccc(Cl)c1Cl	-2%	-8%	9%	7%	10%	1%	9%	0%
COc1nccnc1NS(=O)(=O)c1ccc(NC(=S)NC(=O)/C=C/c2ccc(F)cc2)cc1	6%	-6%	?	4%	8%	-2%	-11%	7%
COC(=O)c1cccc(OCC(O)Cn2cnc3cc(C)c(C)cc32)c1 (configuration not stated)	3%	-4%	9%	-2%	-7%	-3%	-5%	-33%[inhibitor]
COc1ccc(CC(=O)NC(C)c2nnc(SCC(=O)Nc3ccccc3F)n2C)cc1 (configuration not stated)	2%	-7%	-8%	26%	11%	3%	-1%	-1%
CC1CN(C(=O)N2c3ccccc3Sc3ccccc32)C(C)CC1=O (configuration not stated)	-3%	-3%	-13%	-6%	1%	5%	-10%	-16%
CNC(=O)/C(C#N)=C/c1ccc(-c2nc3ccccc3s2)o1	1%	.	.	4%	9%	-2%	0%	.
CC(=O)Nc1ccc(OCCC[n+]2ccccc2)cc1	5%	5%	2.5µM*	7%	5%	1%	1%	.
CCN1CCCC1CNC(=O)c1csc2c1CCCC2 (configuration not stated)	5%	4%	0%	3%	3%	1%	-2%	-14%
(next part)
SMILES	aGal spleen mod	GAA inhib	ALDH1A1 inh	GAA glycogen mod	RGS12 GoLoco inh	GAA spleen mod	JMJD2E inh	SMN2 splice enh
O=C(Nc1nnc(-c2cccs2)o1)c1cccc(Oc2ccccc2)c1	-1%	-12%[15.4 µM]	?	7%	11%	0%	?	1%
C#CCNC(=O)C1=C[C@@H](c2ccc(C#C)cc2)[C@H](CCCO)[C@@H](OCC)O1	5%	.	-6%	-12%	3%	-4%	17%	.
Nc1cccc(-n2nncc2-c2ccc(Cl)cc2)c1	-5%	1%	-3%	-1%	8%	-20%	4%	-16%
Cc1ccccc1S(=O)(=O)Cc1ccc(C(=O)NCCN2CCCCC2C)o1 (configuration not stated)	7%	-2%	?	-4%	40%[activator]	2%	12%	.
Cc1nn2c(-c3cccc(NC(=O)CSc4nc5ccccc5o4)c3)nnc2c2ccccc12	1%	-1%	?	3%	13%	3%	?	6%
O=[N+]([O-])c1ccc(O)c(Nc2ncnc3ccc(Br)cc23)c1	-2%	-10%	?	-12%	3%	-3%	-4%	.
Cc1ccc2c(CN3CCN(C(=O)c4ccco4)CC3)cc(=O)oc2c1C	-2%	?	25µM*	2%	4%	4%	-11%	-7%
CC1=Nc2ccccc2/C1=C/c1c(N)n2c(S(=O)(=O)C(C)C)nsc2nc1=O	1%	-9%	5%	5%	11%	-5%	-9%	2%
O=C(CCc1nc2ccccc2s1)NCc1ccccc1F	5%	4%	?	3%	18%	4%	5%	-43%[inhibitor]
O=C(O)CN1C(=O)NC2(CCOc3ccccc32)C1=O (configuration not stated)	-1%	.	.	-4%	5%	10%	0%	.
O=C(c1cnn2c(C(F)(F)F)cc(-c3cccs3)nc12)N1CCN(C(c2ccccc2)c2ccccc2)CC1	-4%	1%	18%	-7%	18%	-3%	-1%	-17%
COCCNc1ncnc2ccc(-c3cccc(NS(C)(=O)=O)c3)cc12	4%	.	?	.	-11%	4%	.	.
Cc1sc(-c2cccnc2)nc1OC(=O)C1CC1	3%	6%	?	-22%	-1%	-6%	?	8%
CCc1cc2ccc(C)cc2nc1SCC(=O)Nc1cc(C)on1	5%	4%	25µM*	-11%	-7%	1%	0%	.
CN(C)/C=C1\N=C(c2ccccc2)OC1=O	-1%	-4%	-2%	0%	3%	.	-3%	8%
COc1ccc(-n2c(C)cc(/C=C/c3nc(O)c([N+](=O)[O-])c(=O)[nH]3)c2C)cc1	-2%	-3%	?	?	16%	-2%	3%	5%
CCSc1nnc2c(n1)OC(C)(C)Nc1ccccc1-2	3%	-13%	-4%	-5%	-3%	10%	5%	2%
CC(=O)N(c1c(C)n(C)n(-c2ccccc2)c1=O)C1(C(=O)NC2CCCC2)CCCCC1	-14%	-14%	6%	0%	-1%	-8%	1%	16%
CCOC(=O)SC1=N/C(=C\c2ccc(N(C)C)cc2)C(=O)S1	-12%	-6%	5µM*	?	215%[activator]	-13%	-1%	1%
COc1ccc2[nH]c(=O)c(CNc3ccccc3OC)cc2c1	11%	.	.	9%	16%	-9%	?	.
O=c1oc(-c2ccccc2F)nc2scc(-c3ccccc3)c12	-7%	-8%[15.4 µM]	?	9%	7%	-3%	12%	.
FC(F)(F)c1cc(-c2ccccc2)nc(-n2cc(Cl)cn2)n1	-6%	9%	-8%	9%	-6%	0%	-5%	-54%[inhibitor]
O=C(NCc1ccccc1Cl)C1CCN(S(=O)(=O)N2CCC3(CC2)OCCO3)CC1	-12%	-2%	?	6%	5%	-7%	4%	-10%
CCCCC1=CC2=C(c3ccco3)C(=O)C(C)(OC(=O)c3ccc(OC)cc3)C(=O)C2=CN1CCc1ccccn1 (configuration not stated)	2%[17.5 µM]	.	?	-5%	5%[14.2 µM]	-10%[17.4 µM]	8.9µM*!	1%[9.22 µM]
O=C(Nc1cccc(C(F)(F)F)c1)c1csc(-c2ccncc2)n1	8%	9%	5%	22%	7%	-7%	-4%	-17%
The list continues.
SMILES	aGal spleen mod	GAA inhib	ALDH1A1 inh	GAA glycogen mod	RGS12 GoLoco inh	GAA spleen mod	JMJD2E inh	SMN2 splice enh
COc1ccc(N2C(=O)c3ccc(C(=O)OC(C)C)cc3C2=O)cc1	6%	1%	?	4%	3%	2%	-7%	-5%
CC(C)Sc1nnc(CNC(=O)C23CC4CC(CC(C4)C2)C3)n1Cc1ccccc1	-4%	-10%	-3%	23%	-2%	-6%	-1%	-17%
Cc1cccc(-c2nc(CS(=O)CC(=O)N3CCc4ccccc4C3)c(C)o2)c1 (configuration not stated)	1%	-3%[15.4 µM]	?	7%	-3%	-6%	-1%	-7%
Cc1ccc(-c2nnn(CC(=O)N(c3ccccc3F)C(C(=O)NC3CCCC3)c3ccco3)n2)o1 (configuration not stated)	4%	-14%	1%	6%	3%	-2%	1%	-15%
COc1ccc(C2=NOC(C(=O)N3CCOCC3)C2)cc1OC (configuration not stated)	-12%	-13%	-1%	3%	4%	-4%	8%	13%
CN(C)C(=O)c1cc(Cl)ccc1Sc1cc(Cl)ccc1Cl	1%	-4%	1%	-2%	-1%	0%	0%	2%
O=C(CCCN1C(=O)c2ccccc2C1=O)Nc1ccc2c(c1)OCCO2	5%	6%	-9%	-9%	2%	-3%	-11%	24%
CCOC(=O)C1(Cc2cccc(OC)c2)CCN(Cc2ccc(C)s2)CC1	-3%	.	-1%	3%	4%	1%	-3%	.
Clc1ccc(C[n+]2csc3ccccc32)cc1	4%	-1%	2.8µM*	5%	-2%	0%	?	-3%
CC1(C)Cc2c(C#N)c(NCc3ccco3)nc(-c3ccco3)c2CO1	20%	14%	?	-17%	20%	6%	?	14%
CSc1ccc(N2CCN(CCCNC(=O)Nc3ccccc3F)CC2)cc1	1%	-5%	?	-9%	-1%	2%	2%	-11%
O=C(NNS(=O)(=O)c1ccc2ccccc2c1)NC1CCCCC1	9%	2%	5%	-6%	-11%	9%	-8%	3%

Looked up above:
Reading for `O=C(NNS(=O)(=O)c1ccc2ccccc2c1)NC1CCCCC1` under GAA glycogen mod: -6%
Reading for `COc1ccc(CC(=O)NC(C)c2nnc(SCC(=O)Nc3ccccc3F)n2C)cc1` (configuration not stated) under GAA inhib: -7%
